Screening results deposited in PubChem by National Center for Advancing Translational Sciences (NCATS).
Abeta yeast res: compounds reversing amyloid beta toxicity in yeast. yeast expressing A-beta42, growth rescue, OD600, 48 h; response scale: 0% DMSO, 100% iron-clioquinol control. Potency, µM (series often up to 46.1 µM), for inactives: at the highest dose growth rescue, usual class: activators. actives 0.063% (n = 410,000); further: nearly all actives have a fitted effect of over 55% in size
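Growth rescue measured by 600 nm absorbance after 48 h yeast culture at 30 C with compound. Values normalized between DMSO and an equimolar ferric chloride plus clioquinol control.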
FUS yeast rescue: FUS proteinopathy suppression in yeast | actives 0.24% (n = 390,000) | S. cerevisiae FUS-expressing, growth rescue, OD600, 24 h | AID 1347120 | Potency, µM (titrated, usually from 76.6 µM), inactives show top-dose growth rescue (activation), hits mostly activators;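 further: plate controls were DMSO vehicle for no effect and reference control for full effect; nearly all actives have a fitted effect of over 55% in size; some results filed as inactive show a strong effect at the top dose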
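Galactose (2%) drives FUS expression in yeast precultured in raffinose; seeding density OD 0.005. Test compounds incubated 24hr at 30C and 99% humidity before absorbance at 600 nm was measured.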
The depositor's hits bear a star; ? = inconclusive. The call rests on the fitted dose curve; in most records, active means well fitted activation curve with a large enough effect; inconclusive means small, poorly fitted or top-dose-only effect; inactive means no such curve, though single readings can be large or run the other way. Potency means the concentration at half of the fitted maximal effect.

smiles | Abeta yeast res | FUS yeast rescue
Cc1ccc(NC(=O)c2cccc(N3CCCS3(=O)=O)c2)cc1 | -20.3% | 13.6%
Cc1ccc(CC(=O)Nc2ccc3c(c2)N(C)C(=O)c2ccccc2S3)cc1 | -8.3% | 20.3%
COc1ccc(-c2nc3ccc(NS(C)(=O)=O)cc3o2)cc1 | -10.5% | 12.7%
CCOc1cc(C(=O)NCc2nc(-c3cccc(C)c3)no2)cc(OCC)c1OCC | -11.5% | 1.4%
COc1ccccc1-c1noc(-c2ccc(NC(C)C)c([N+](=O)[O-])c2)n1 | -19.9% | 41.6%
CCC(C(=O)N1CCN(c2ccc(OC)cc2)CC1)n1nc(C)n2c(cc3occc32)c1=O (stereo not drawn) | -16.7% | ?
COc1ccc(NC(=O)CCc2c(C)nc3c(c2C)c(=O)n(C)c(=O)n3C)c(OC)c1 | 0.2% | -11.1%
CCc1ccccc1NC(=O)Cn1cc(C(=O)c2ccncc2)c(=O)c2cc(C)ccc21 | -10.7% | -14.6%
CC(C)Oc1ccc(CNC(=O)C2CCN(c3nc4ccccc4nc3C(F)(F)F)CC2)cc1 | -12.0% | -1.5%
CCc1ccc(NC(=O)CC2C(=O)N(c3ccc(Cl)cc3)C(=O)N2Cc2cccs2)cc1 (stereo not drawn) | 9.6% | 1.5%
O=C(CSc1cn(CC(=O)N2CCCC2)c2ccccc12)Nc1ccccc1C(F)(F)F | -11.1% | 21.8%
COc1ccc(CNC(=O)c2ccc(-c3nc(CSc4ccc(C)cc4)c(C)o3)cc2)cc1OC | -7.4% | 3.1%
O=C(CCS(=O)(=O)c1nc(-c2ccc3c(c2)OCO3)cc(C(F)(F)F)n1)Nc1ccc(Br)cc1 | 1.7% | 0.2%
CCOc1ccc(C2C(C(N)=O)=C(C)Nc3nc(-c4ccc(OC)cc4)nn32)cc1 (stereo not drawn) | -9.5% | -1.9%
O=C(Nc1ccc(Br)cc1)C1CCN(S(=O)(=O)c2cccc3nsnc23)CC1 | -13.3% | 9.4%
O=C(Cn1c(-c2cccs2)cc2ccccc21)NCCCN1CCN(c2ccccc2F)CC1 | 7.5% | 28.7%
COC(=O)c1cc2occc2n1Cc1nc(-c2ccccc2)oc1C | -6.4% | -1.4%
CCOc1cc(C2c3c(oc4ccccc4c3=O)C(=O)N2c2ccccn2)ccc1O (stereo not drawn) | 0.1% | -21.6%
COc1ccc(CCNC(=O)CSc2cc(=O)n(C)c3ccccc23)cc1OC | 2.8% | -6.6%
COc1ccccc1NC(=O)CN1C(=O)C(C)(C)c2ccccc21 | -5.0% | 2.9%
Cc1cccc(-n2c(=O)c3ccccc3n(Cc3ccccc3)c2=O)c1 | 1.3% | 21.8%
COc1ccc(C(=O)N2CC(=O)Nc3ccc(C)cc3C2c2ccccc2)cc1OC (stereo not drawn) | 2.1% | 12.6%
CCC(C)NC(=O)CSCc1nc(-c2ccc(C)cc2)oc1C (stereo not drawn) | -10.6% | -11.0%
COCCCNC(=O)CS(=O)Cc1nc(-c2cccc(C)c2)oc1C (stereo not drawn) | -1.4% | -24.0%
Cc1c2cnn(CC(=O)NCCc3ccccc3)c(=O)c2c(C)n1Cc1ccccc1 | -7.6% | -12.4%
CCOC(=O)C(Cc1ccccc1)NC(=O)Cn1nnc(-c2ccc(C)cc2)n1 (stereo not drawn) | 15.4% | 13.5%
COc1cccc(-n2c(=O)c3c(C)c(C)sc3n(CC(=O)NCCc3ccc(OC)c(OC)c3)c2=O)c1 | -10.0% | -12.5%
COCCn1c(SCC(=O)c2c[nH]c3ccccc23)nc2cc(C(=O)NCC(C)C)ccc2c1=O | -10.3% | 4.3%
CCC(CC)C(=O)Nc1cccc(-c2nc3ncccn3c2C)c1 | -13.6% | -8.2%
CCC(C(=O)NCc1ccccc1Cl)n1nc(C)c2sc3ccccc3c2c1=O (stereo not drawn) | -1.5% | -6.1%
Cn1c(=O)c2c(nc(NCCCCO)n2Cc2ccccc2Cl)n(C)c1=O | 9.0% | 2.8%
O=C(NCc1ccccc1Cl)c1ccc(-n2cnc3cccnc32)cc1 | 0.0% | 0.5%
CCC1CCc2nc3sc(C(=O)Nc4ccc(C)cc4)c(N)c3cc2C1 (stereo not drawn) | -2.9% | -18.9%
CCOC(=O)c1c(C)oc2nc(C)nc(Nc3ccc(CC)cc3)c12 | -20.9% | -12.0%
COc1cccc(CNCCCSc2nnnn2C)c1OC | -15.3% | -21.2%
C=Cc1ccc(Cn2c(C(=O)O)c(CNCc3cc(Br)ccc3OC)c3ccc(C)cc32)cc1 | -17.8% | -13.7%
CCC(=O)N1CCc2cc(S(=O)(=O)CCC(=O)N3CCN(c4cccc(C)c4C)CC3)ccc21 | -8.4% | -2.1%
CCN(C(=O)CSc1nc2ccccc2n1Cc1cc(C)ccc1C)c1ccccc1 | -14.6% | 11.2%
CCn1c(COc2ccc(Cl)cc2Cl)nc2ccccc21 | -8.5% | -1.2%
O=C(CCSCc1cnn(-c2ccccc2)c1-n1cccc1)NCc1ccc(Cl)cc1 | ? | 37.6%
O=C(Nc1c(C(=O)N2CCN(c3ccccc3)CC2)oc2ccccc12)c1ccccc1F | 14.9% | 24.4%
Cc1oc(-c2ccc(Cl)cc2)nc1Cn1c(=O)cc(C)c2c(C)nn(-c3ccccc3)c21 | 2.3% | -0.9%
CSc1ccc(CCNC(=O)c2cc3c(-c4ccccc4F)nn(C)c3s2)cc1 | 8.3% | -7.0%
Cc1c(C(=O)Nc2ccc(F)c(Cl)c2)oc2ccc(S(=O)(=O)N(C)C3CCCCC3)cc12 | -7.3% | 12.8%
Cc1nnc(N2CCC(C(=O)NCCC(C)C)CC2)c2nn(-c3ccc(Cl)cc3)c(C)c12 | -0.5% | 13.8%
CCOc1ccc(NC(=O)Cn2c(=O)n(Cc3ccccc3)c(=O)c3sc4ccccc4c32)cc1 | -10.8% | -14.1%
Cn1nc(-c2ccc(C(=O)Nc3ccc(OC(F)(F)F)cc3)cc2)c2ccccc2c1=O | 0.6% | 14.1%
COc1ccc(CNC(=O)c2ccc3c(c2)nc2n3CCC(C)C2)c(OC)c1 (stereo not drawn) | -3.3% | 1.3%
Cc1ccccc1C(=O)n1nc(-c2ccco2)nc1NCc1cccs1 | 5.5% | -3.1%
CCOC(=O)C1CCN(C(=O)Cn2ncc3c4ccccc4n(Cc4ccccc4F)c3c2=O)CC1 | -1.0% | -5.3%
Cc1ccc(NC(=O)c2cc3c(=O)n(Cc4cccnc4)ccc3nc2C)cc1F | -10.7% | -10.4%
COC(=O)c1ccccc1NC(=O)Cn1c(=O)n(Cc2ccc(C(=O)NCc3ccc4c(c3)OCO4)cc2)c(=O)c2ccccc21 | -5.8% | 25.6%
Fc1ccccc1Cn1c(-c2ccccc2)nc2ccccc21 | -11.2% | -3.6%
Cc1ccc2nc(-c3cccs3)c(Nc3c(C)cccc3C)n2c1 | -26.3% | 11.7%
CCc1ccc(-n2c(=O)c3sc4ccccc4c3n(CC(=O)NC3CCCC3)c2=O)cc1 | 0.7% | -18.4%
CCOc1ccc(C2C(=O)N(C3CCCCCC3)CC(=O)N2CCc2ccc(OC)c(OC)c2)cc1OC (stereo not drawn) | -6.0% | 42.4%
CCOc1ccccc1C(=O)NCc1ccc2c(c1)CCN2C(=O)c1ccc(F)cc1 | 6.6% | 9.8%
CCN(CC)c1cc(C)c2cc(NC(=O)/C=C/c3ccc(C)cc3)ccc2n1 | -9.4% | 25.3%
Cc1ccc2oc(=O)c3cc(C(=O)Nc4ccc(C)c(F)c4)sc3c2c1 | 0.5% | -20.5%
CC1CCCCN1C(=O)CSc1nc2ccccc2nc1Cc1ccccc1 (stereo not drawn) | -10.8% | ?

(list continues)
smiles | Abeta yeast res | FUS yeast rescue
COc1cccc(C(=O)N(Cc2cccnc2)c2nc3c(OC)ccc(C)c3s2)c1OC | 3.0% | 33.7%
COc1ccc(-n2c(-c3ccco3)nc3c(cnn3-c3ccc(Cl)cc3)c2=O)cc1 | -22.2% | 28.5%
Cc1oc2ccc(O)c(CN3CCN(C)CC3)c2c1C(=O)Nc1cccc(C(F)(F)F)c1 | -12.0% | 7.4%
CCOC(=O)c1c(S(=O)(=O)N2CCN(c3ccccc3OC)CC2)c(C)n(C)c1C | -16.9% | 14.0%
Cc1cccn2c(=O)c(C(=O)NCc3ccccc3Cl)c(O)nc12 | 1.1% | -14.4%
COc1ccc(CCNC(=O)c2ccc3c(c2)nc2n3CCCCC2)cc1OC | -21.4% | 3.4%
CCC(Cn1nnc2ccccc2c1=O)NC(=O)Nc1cccc(C)c1C (stereo not drawn) | -8.2% | -7.4%
COc1ccc(CCNC(=O)CSc2nc3ccccc3nc2Cc2ccc(Cl)cc2)cc1OC | -16.2% | -8.4%
CCOc1ccc(OCC)c(NC(=O)c2nnn(CC(=O)Nc3ccc(C)cc3C)c2N)c1 | -13.0% | -0.7%
Cc1ccc(C)c(NC(=O)CN2C(=O)CSc3nc(C)cc(C)c32)c1 | -10.9% | ?
CCNc1nc(Oc2ccc(OCC(=O)OC)nn2)nc(N2CCOCC2)n1 | 2.9% | -1.0%
Cc1cccc(Oc2nc3ccccn3c(=O)c2/C=C(\C#N)c2nc3ccccc3s2)c1C | -4.8% | 29.3%
Fc1ccc(C(Nc2ccc(Cl)c(C(F)(F)F)c2)c2nnc(-c3ccccc3)o2)cc1 (stereo not drawn) | 1.2% | 26.2%
O=C(NCCn1cc(SCc2ccc(C(F)(F)F)cc2)c2ccccc21)c1ccccc1F | 5.1% | 42.8%
O=C(Nc1ccccc1OCc1cc(=O)n2ccccc2n1)Nc1ccccc1C(F)(F)F | -13.3% | 9.7%
CCc1ccc2oc(C(=O)NCc3ccccc3)cc(=O)c2c1 | 3.8% | 12.9%
Cc1ccc2c(c1C)NC(=O)CC2c1ccc(Cl)cc1Cl (stereo not drawn) | -0.5% | -2.7%
CCc1cccc(-n2c(=O)c3cccnc3n2CC(=O)NCc2ccc(C)cc2)c1 | -7.2% | -6.9%
COc1ccc(NC(=O)Cn2c(=O)n(Cc3ccco3)c(=O)c3cc(OC)c(OC)cc32)cc1 | -2.4% | 26.7%
Cc1cccc(N(C)C(=O)C2CCC(CNS(=O)(=O)c3cccc4nsnc34)CC2)c1 (stereo not drawn) | -9.2% | 8.2%

Some of the entries so far, field by field.
COc1ccc(CCNC(=O)CSc2nc3ccccc3nc2Cc2ccc(Cl)cc2)cc1OC
  Abeta yeast res = -16.2%; FUS yeast rescue = -8.4%
CCC(Cn1nnc2ccccc2c1=O)NC(=O)Nc1cccc(C)c1C (stereo not drawn)
  Abeta yeast res = -8.2%; FUS yeast rescue = -7.4%
Cc1oc2ccc(O)c(CN3CCN(C)CC3)c2c1C(=O)Nc1cccc(C(F)(F)F)c1
  Abeta yeast res = -12.0%; FUS yeast rescue = 7.4%
COc1ccc(CCNC(=O)c2ccc3c(c2)nc2n3CCCCC2)cc1OC
  Abeta yeast res = -21.4%; FUS yeast rescue = 3.4%

Going on with the list:
smiles | Abeta yeast res | FUS yeast rescue
CCCn1c(SCc2nc(-c3cc(OC)ccc3OC)no2)nnc1-c1ccc(Cl)cc1 | -8.1% | ?
COc1cccc(NC(=O)Cn2c(=O)n(Cc3ccco3)c(=O)c3cc(OC)c(OC)cc32)c1 | -12.1% | ?
COc1ccc(-c2cc(C(=O)OC(C)C(=O)c3ccccc3)c3cccc(Cl)c3n2)cc1 (stereo not drawn) | -10.8% | -1.8%
Cc1ccc(Cl)cc1NC(=O)CCCN1C(=O)CCn2nc(-c3cn(C)c4ccccc34)cc21 | -12.0% | 9.3%
CCOC(=O)c1c(SCC(=O)Nc2cccc(C)c2C)nc(=O)[nH]c1C | -8.1% | 3.2%
COc1cccc(NC(=O)Cn2cc(C(=O)C3CCCCC3)c3ccccc32)c1 | -1.4% | 7.2%
CCOC(=O)c1c(C)[nH]c(C)c1S(=O)(=O)N1CCCC(C(=O)NCc2cccc(C)c2)C1 (stereo not drawn) | 1.7% | 3.6%
CC(=O)Nc1nonc1-c1nnc(SCc2ccccc2F)n1C | -10.2% | 10.4%
O=C(NCCc1ccccc1)c1cc(-c2ccc(Cl)c(Cl)c2)on1 | 4.0% | -20.5%
COc1ccc(C(=O)NCC(c2ccc(N(C)C)cc2)N2CCCC2)c(OC)c1 (stereo not drawn) | 3.7% | -10.2%
CCOc1ccc(Nc2oc(/C=C/c3cccc(OC)c3)nc2C#N)cc1 | 2.1% | 14.0%
Cc1cc(C)cc(NC(=O)CCC(=O)N2Cc3ccccc3Oc3ncccc32)c1 | -43.0% | 3.2%
COc1cc(NC(=O)c2cc3c(s2)-c2ccccc2OC3)cc(OC)c1OC | 2.7% | ?
CCC(=O)C1=C(c2ccc(C)cc2)N(C(=O)CC)n2c(nnc2C2CCCCC2)S1 | 1.2% | -2.0%
CN1C(=O)Cc2cc(S(=O)(=O)CCC(=O)Nc3ccc(Cl)c(C(F)(F)F)c3)ccc21 | -14.4% | 30.1%
CCOC(=O)c1ccc(-n2c(CCC(=O)O)ccc2-c2ccc(Br)cc2)cc1 | -8.9% | ?
O=S(=O)(c1ccccc1)c1nc(-c2ccc(F)cc2)oc1N1CCCCCC1 | -14.9% | 32.0%
CS(=O)(=O)c1ccc2nc(NC(=O)CS(=O)(=O)c3ccc(Cl)cc3)sc2c1 | -13.7% | ?
CC(C)c1ccc2oc(-c3cccc(NC(=O)c4ccc5c(c4)OCCO5)c3)nc2c1 | 2.5% | 4.9%

Only part of the results is shown; the hit share may differ from the screen's.
